DAGLB inhibitor – diacylglycerol lipase beta (human) inhibition; Q8NCG7; 340,000 compounds, 0.059% hits; AID 504411; HEK293T DAGLB membrane lysate, EnzChek fluorogenic substrate; inhibition, % at 5.17 µM; in the data active = inhibition above about 34%;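 note: 0% = enzyme with vehicle and 100% = wells lacking enzyme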
NSD2 inh – inhibitors of human histone methyltransferase NSD2; NSD2 peptide methylation, AlphaScreen, 120 min; inhibition, % at 12.5 µM; 310,000 compounds, 0.54% hits; in the data active = inhibition above about 50%
RTF Ca sens inh – cardiac RTF calcium desensitization | P19429+P45379 | IANBD-labeled cardiac RTF, Ca2+ fluorescence | inhibition, % at 7.15 µM | 340,000 compounds, 0.12% hits;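 active = inhibition above the mean inhibition of all tested compounds plus 3 SD, cut at about 17% in these data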;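 note: assay run at fixed EC70 calcium of 1.6 mM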
SR-BI uptake up – enhances SR-BI lipid uptake from DiI-HDL; activation, % at 12.5 µM; 320,000 compounds, 0.096% hits; CHO ldlA[mSR-BI] cells, DiI-HDL uptake fluorescence, 3 h; 100 = double the neutral-control signal;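 active = mean replicate activation of at least 60% and every replicate at or above 60%; inconclusive = mean or all-replicate condition met, but not both; inactive = mean below 60% and not all replicates reaching 60%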;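 note: 0% = median plate neutral-control signal and 100% = twice that signal; values of inactives mirror those of a sister screen read the other way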
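Assay system: LDL receptor-deficient CHO ldlA cells overexpressing murine SR-BI / Medium: BSA-supplemented, HEPES-buffered Ham's F12, pH 7.4 / Probe or stimulus: DiI-labelled HDL at 10 µg/mL final / Timing: compound with DiI-HDL co-incubation, 3 h at 37 °C / Technique: bottom-read cell fluorescence after medium removal, ex 550/em 595 nm / Measure: HDL uptake via cellular fluorescence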
LANA DNA inh – blocks KSHV LANA C-terminal domain binding to DNA. MBP-C-LANA/FAM-LBS DNA binding, fluorescence polarization. 340,000 compounds, 0.078% hits. inhibition, % at 9 µM;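 active = highest replicate inhibition at or above 60% at 9 µM, even if other replicates fall short; inactive = all replicates below 60% inhibition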;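 note: 0% = neutral control wells and 100% = 4 µM acridine orange control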
PvdQ acylase – P. aeruginosa PvdQ acylase inhibition; purified PvdQ acylase, fluorescence plate reader; inhibition, % at 10 µM; 340,000 compounds, 0.063% hits; AID 488965; in the data active = inhibition above about 30%, passing the limit was not always enough; inconclusive = no clear call, values can overlap the other calls;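 note: 0% = vehicle neutral wells and 100% = reference inhibitor wells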
PKA-R2B act – activates the human PKA-R2B holoenzyme complex; P22694+P31323; PKA-R2B holoenzyme dissociation, Cy5-IP20 fluorescence polarization; R2B truncated from residue 108, S112A mutant; 0% DMSO only, 100% 113 µM cGMP; activation, % at 11.4 µM; 340,000 compounds, 0.079% hits;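 active = activation above a cutoff set at the mean over all compounds plus 3 SD, cut at about 18% in these data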;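 note: higher means more holoenzyme dissociation and a rise in polarization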
SR-BI HDL uptake – inhibitors of mouse SR-BI mediated HDL lipid uptake | inhibition, % at 12.5 µM | ldlA[mSR-BI] CHO cells, DiI-HDL uptake fluorescence, 3 h | 320,000 compounds, 0.96% hits | Q61009;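 active = mean replicate inhibition of at least 70% and a set share of replicates each scoring 70 or more; inconclusive = meets just one of the two criteria; inactive = fails both criteria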;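 note: 0% = median of neutral control wells and 100% = median of positive control wells; values of inactives mirror those of a sister screen read the other way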
Target sequence (Q61009 whole entry, looked up): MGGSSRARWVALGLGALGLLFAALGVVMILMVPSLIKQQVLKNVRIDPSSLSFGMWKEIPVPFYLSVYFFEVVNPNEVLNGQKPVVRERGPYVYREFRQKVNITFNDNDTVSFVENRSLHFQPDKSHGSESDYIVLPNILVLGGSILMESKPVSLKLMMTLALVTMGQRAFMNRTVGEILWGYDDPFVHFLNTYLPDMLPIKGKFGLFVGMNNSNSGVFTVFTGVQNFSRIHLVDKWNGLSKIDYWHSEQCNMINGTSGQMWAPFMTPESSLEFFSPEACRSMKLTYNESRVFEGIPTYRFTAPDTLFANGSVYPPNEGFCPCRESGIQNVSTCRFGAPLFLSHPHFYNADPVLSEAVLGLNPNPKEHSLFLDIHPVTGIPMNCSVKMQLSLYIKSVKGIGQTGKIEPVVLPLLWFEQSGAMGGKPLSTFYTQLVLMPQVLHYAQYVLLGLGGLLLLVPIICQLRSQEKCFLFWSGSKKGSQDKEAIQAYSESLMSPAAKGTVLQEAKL
Arrestin-AP2 inh – human beta-arrestin and AP2 interaction inhibition | FITC-arrestin peptide / GST-AP2 beads, flow cytometry; AP2 beta2 appendage carries R879A mutation | inhibition, % at 10 µM | 340,000 compounds, 0.31% hits;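 active = inhibition above a set limit, near 3 SD of compounds lacking own fluorescence, cut at about 54% in these data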;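 note: plate controls were DMSO wells for no effect and 5 µM unlabelled arrestin peptide for full effect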
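System: GST-AP2 R879A glutathione beads. Medium: PBS with 0.05% Tween 20 and 0.1% BSA. Also added: FITC-arrestin peptide, 50 nM. Incubation: 12 min plus 1 h, RT. Measured by: high-throughput flow cytometry of beads, ex 488, em 535 nm. Evaluation: percent drop in bead-associated FITC signal.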
Keap1 Nrf2 FP – disrupts human Keap1 binding to Nrf2 peptide; Q14145; Keap1 Kelch-Nrf2 peptide fluorescence polarization, 1536-well; 340,000 compounds, 0.15% hits; inhibition, % at 9.4 µM; in the data active = inhibition above about 12%; inconclusive = no clear call, values can overlap the other calls; inactive = below about 7.3%;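 note: human Keap1 Kelch domain with fluorescein labeled Nrf2 9mer peptide probe; 0% = neutral control wells and 100% = peptide positive control; higher means more block of Keap1 binding to Nrf2 peptide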
Target sequence (Q14145 whole entry, looked up, the tested form may be a part): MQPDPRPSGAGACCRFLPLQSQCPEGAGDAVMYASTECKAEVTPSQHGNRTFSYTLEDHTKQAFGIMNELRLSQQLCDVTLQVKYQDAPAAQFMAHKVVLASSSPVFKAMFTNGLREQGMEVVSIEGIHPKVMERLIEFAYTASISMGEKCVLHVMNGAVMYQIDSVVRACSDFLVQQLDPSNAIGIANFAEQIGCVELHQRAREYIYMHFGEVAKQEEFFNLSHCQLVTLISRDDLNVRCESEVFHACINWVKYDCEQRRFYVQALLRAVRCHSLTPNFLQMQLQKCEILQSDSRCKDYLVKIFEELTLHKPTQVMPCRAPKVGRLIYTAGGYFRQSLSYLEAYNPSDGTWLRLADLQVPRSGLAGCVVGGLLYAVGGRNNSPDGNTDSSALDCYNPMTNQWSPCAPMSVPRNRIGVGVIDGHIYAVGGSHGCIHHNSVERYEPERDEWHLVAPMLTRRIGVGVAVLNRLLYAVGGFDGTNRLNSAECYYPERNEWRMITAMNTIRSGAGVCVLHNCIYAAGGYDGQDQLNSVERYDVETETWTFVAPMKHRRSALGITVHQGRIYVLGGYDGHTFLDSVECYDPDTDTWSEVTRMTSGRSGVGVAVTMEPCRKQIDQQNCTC
The depositor's hits bear a star; ? = inconclusive; / = not tested or not shown; & = joins results of further samples.

SMILES	DAGLB inhibitor	NSD2 inh	RTF Ca sens inh	SR-BI uptake up	LANA DNA inh	PvdQ acylase	PKA-R2B act	SR-BI HDL uptake	Arrestin-AP2 inh	Keap1 Nrf2 FP
COc1cccc(NC(=O)Cn2cc(C=O)c3ccccc32)c1	-6	-3	-17	-3	-1.5	-7	-1	3	5	-3
COc1cccc(N2CC(NS(=O)(=O)c3ccc4ccccc4c3)CC2=O)c1 (centres undefined)	-2	-2	-3	15	-0.4	-7	-8	-15	-11	1
Cc1ccc(CNC(=O)CCS(=O)(=O)c2ccc3c(c2)NC(=O)CS3)cc1	0	-1	-3	8	0.6	-7	-17	-8	-9	0
C/C(=N\Nc1nncc2ccccc12)c1ccc(OCC(=O)N(C)C)cc1	2	1	8	-13	-1.2	5	-3	13	37	1
COc1ccccc1/C=c1\sc2nc(-c3ccccc3OC)nn2c1=O	1	10	-10	7	-0.8	19	0	-7	18	-2
CCC(NC(=O)Cc1cccs1)c1ccccc1 (centres undefined)	-1	1	-9	6	1.0	-11	-5	-6	-12	-4
Cc1ccsc1-c1n[nH]c(=S)n1C1CCCCC1	0	-1	9	-3	1.4	-1	4	3	6	1
CCO[C@@H]1OC(C(=O)N2CCN(C)CC2)=C[C@H](C2CCCCC2)[C@H]1CCCO	0	/	-17	37	0.7	-10	1	-37	6	-3
CCOc1ccc(C(=O)NC(=S)Nc2ccc(NC(=O)CC)cc2)cc1[N+](=O)[O-]	1	2	0	-71	-0.3	-13	-9	?	3	-1
O=S(=O)(c1ccc2ccccc2c1)n1cccn1	3	-3	-4	19	-0.1	-8	8	-19	1	-1
O=C(NCCCN1CCCC1=O)c1ccc2c(c1)NC(=O)c1ccccc1S2	4	/	-10	1	0.0	-13	-7	-1	3	2
COC(=O)C1CCN(S(=O)(=O)c2ccc(OC)cc2)CC1	-3	3	-6	1	-0.9	-15	7	-1	3	-2
O=[N+]([O-])c1ccccc1C=CC=NN=Cc1ccccc1O	-7	-8	-18	-41	-0.8	-25	-11	41	8	-6
Cc1ccc(Nc2ccc(C(=O)NCCc3ccccc3)cn2)cc1	2	-1	-5	-10	0.9	-9	-2	10	-13	1
CC1=CC(C)(C)Nc2ccc(OC(=O)CN3C(=O)c4cccc5cccc(c45)C3=O)cc21	4	0	-12	-3	2.6	11	8	3	33	1

Part of the list above in order of length of the SMILES, descending:
SMILES	DAGLB inhibitor	NSD2 inh	RTF Ca sens inh	SR-BI uptake up	LANA DNA inh	PvdQ acylase	PKA-R2B act	SR-BI HDL uptake	Arrestin-AP2 inh	Keap1 Nrf2 FP
CC1=CC(C)(C)Nc2ccc(OC(=O)CN3C(=O)c4cccc5cccc(c45)C3=O)cc21	4	0	-12	-3	2.6	11	8	3	33	1
COc1ccccc1/C=c1\sc2nc(-c3ccccc3OC)nn2c1=O	1	10	-10	7	-0.8	19	0	-7	18	-2
O=[N+]([O-])c1ccccc1C=CC=NN=Cc1ccccc1O	-7	-8	-18	-41	-0.8	-25	-11	41	8	-6

The list goes on:
SMILES	DAGLB inhibitor	NSD2 inh	RTF Ca sens inh	SR-BI uptake up	LANA DNA inh	PvdQ acylase	PKA-R2B act	SR-BI HDL uptake	Arrestin-AP2 inh	Keap1 Nrf2 FP
COc1ccc(CC(=O)Nc2cccc(-c3ccc4nnc(C)n4n3)c2)cc1OC	-3	5	-11	/	-4.4	-11	5	/	-3	-7
Cc1cc(C)cc(NC(=O)CC2Oc3ccc(C)cc3NC2=O)c1 (centres undefined)	0	-3	-7	-36	0.2	-16	-4	36	5	2
COCCN(C(=S)Nc1cccc(C)c1C)C(C)c1ccco1 (centres undefined)	-7	-194	-9	/	0.4	-10	3	/	-2	-2
O=C(COc1ccc(Br)cc1)NCCCNC(=O)c1cccnc1	-2	0	-3	-8	1.6	7	1	8	7	-4
COC(=O)CNC(c1ccccc1)c1cc(C)ccc1NS(=O)(=O)c1ccc(C)cc1 (centres undefined)	-8	-2	5	12	-2.2	?	-8	-12	24	0
C#CCNC(=O)C1=C[C@@H](C(C)(C)C)C[C@@H](OCc2ccc(CO)cc2)O1	0	/	-1	16	2.5	-13	-2	-16	23	-5
O=C(O)C1CCC(CNS(=O)(=O)c2ccc(Br)cc2)CC1 (centres undefined)	0	-3	-1	-2	-0.6	-10	-10	2	-12	-2
O=C(CNS(=O)(=O)c1ccccc1)OCC(=O)c1cccc([N+](=O)[O-])c1	2	-5	4	4	0.4	-10	-15	-4	-3	-1
CC(C)NCC(O)Cn1c2c(c3ccccc31)CCc1c-2cnn1-c1ccccc1 (centres undefined)	4	22	-6	-14	-2.5	-19	2	14	-17	5
CCOc1ccc(NC(=O)Nc2ccc(NC(C)=O)cc2)cc1	0	-1	2	2	-0.7	1	-5	-2	8	2
O=C(Nc1nc2c(F)cc(F)cc2s1)C1CC(=O)N(Cc2ccco2)C1 (centres undefined)	1	/	-3	26	0.6	0	0	-26	4	-1
Cc1ccc(CNC(=O)CCCNC(=O)c2ccc(Cl)cc2)n1C	2	1	-3	-3	0.3	-9	-13	3	-3	-4
Cc1cc(C)c(-c2cc(C(=O)Nc3cc(C)ccc3C)[nH]n2)c(O)c1	-2	3	-11	-33	-1.0	-19	-5	33	-2	-3
COc1ccc(C)cc1S(=O)(=O)NCCN1CCOCC1	0	28	-4	-74	0.3	-12	-2	74*	0	1
COC(=O)C(Cc1ccccc1)NC(=O)CCC(=O)NC(C)CCc1ccccc1 (centres undefined)	0	-2	-10	/	-1.0	-9	-6	/	9	-5
CCNC(=O)c1cc(S(=O)(=O)N2CCSCC2)ccc1OC	0	0	-4	-3	0.3	-2	1	3	-14	2
Cc1ccc(NC(=S)NCC(C)CSc2ccc(Cl)cc2)cc1 (centres undefined)	2	-1	-5	/	1.6	-9	-1	/	2	-4
Cc1cc(C)n2nc(C(=O)OCC(=O)N(C)Cc3ccccc3)nc2n1	1	-1	0	8	1.1	-10	-6	-8	-2	-2
O=C(c1ccc2c(c1)OCO2)C1CCCN(C(=O)Nc2ccc(F)cc2F)C1 (centres undefined)	-3	-1	-18	9	0.3	-21	-11	-9	4	-3
CC(C(=O)NCc1cccs1)N1C(=O)c2ccccc2C1=O (centres undefined)	-4	1	-9	-11	1.1	-16	2	11	5	0
O=S(=O)(NCCCCCNS(=O)(=O)c1ccccc1)c1ccccc1	-2	-3	-2	11&14	-2.7	-8&3	-11	-11&-14	30	-3
COc1ccc2[nH]c(=O)c(CN(Cc3cccnc3)S(=O)(=O)c3ccccc3F)cc2c1	1	3	5	17	-1.0	0	6	-17	30	-1
CCC(=O)NCCc1nc2cc(NC(=O)c3ccc(F)cc3)ccc2n1C	0	-3	-1	16	1.2	2	-1	-16	7	-1
CCN1CCN(C(=O)c2cc3ccc(OC)cc3[nH]2)CC1	3	6	-4	12	-6.1	-4	4	-12	22	-3
CC(=O)c1ccc(N=C2SCCCN2C(=O)C2CCCC2)cc1	-1	-2	2	-75	-0.6	-9	5	?	4	-5
COc1ccc(-c2ccc(-c3nnn(CC(C)=O)n3)cc2)cc1	-2	-1	-6	-20	-1.0	-6	-4	20	3	-1
O=C(CCN1CCN(CCO)CC1)Nc1ccc(Br)cc1	6	-1	-4	6	-0.6	-4	-11	-6	29	1
Cc1cc(C)n(CC(=O)Nc2ccc([N+](=O)[O-])cc2)n1	3	-3	1	1	-1.4	-8	7	-1	35	-1
Cc1c(NC(=O)c2cccc(S(=O)(=O)N3CCOCC3)c2)c(=O)n(-c2ccccc2)n1C	4	14	-11	17	0.8	2	0	-17	7	-3
Cc1ccc(NC(=O)CS(=O)CC(=O)N2CCN(c3ccccc3)CC2)cc1 (centres undefined)	2	-2	-8	23	-1.3	-6	-7	-23	1	-4
COc1ccc(N2CCN(C(=O)CSc3nnc4c(C)cc5ccccc5n34)CC2)cc1	3	2	0	-27	-0.6	-5	3	27	15	-2
Cn1cccc1Cc1nnc(SCC(=O)Nc2ccccc2)n1-c1ccc(F)cc1	-3	/	-5	0	-0.2	-9	4	0	3	-7
COCCCn1cnc2c(c1=O)c1nc3ccccc3nc1n2CCc1ccccc1	1	38	-2	/	-0.8	-13	-5	/	-7	-7
CCCCc1ccc(-c2nc(-c3ccncc3)no2)cc1	-1	-1	5	-1	1.4	-9	-18	1	-2	-6
CC1=C(C(=O)Nc2ccccc2C(=O)NCc2ccccc2)SCCO1	-1	1	-7	-10	0.6	-7	3	10	10	-3
Cc1noc(N)c1C1(O)C(=O)Nc2c(Cl)cc(Cl)cc21 (centres undefined)	-1	-1	-4	30	0.5	7	-2	-30	11	0
O=C(CCNc1ccccc1)c1cccc([N+](=O)[O-])c1	0	/	-7	11	-0.1	1	2	-11	7	-9
c1csc(CCCN2CCCCC2)c1	-2	-2	-4	14	1.0	-21	4	-14	-6	1
CC(C)Cn1nc(NS(=O)(=O)c2cccc3nonc23)c2cc3ccccc3nc21	16	17	-5	4	-2.1	-7	1	-4	2	2
O=C(N=C1SC2CS(=O)(=O)CC2N1c1cc(Cl)ccc1Cl)C1CCCO1 (centres undefined)	0	0	8	1	1.1	2	-4	-1	27	-4
CN(C)CCNS(=O)(=O)c1ccc(N2CCN(c3ccc(F)cc3)CC2)c([N+](=O)[O-])c1	10	19	-4	-17	3.8	14	-2	17	0	5
CC1CCCCC1NC(=O)CN1C(=O)NC(Cc2ccccc2)(Cc2ccccc2)C1=O (centres undefined)	1	1	0	7	0.9	-7	-10	-7	-2	1
CCCS(=O)(=O)N1CCC(C(=O)NCCCN(CC)c2cccc(C)c2)CC1	-2	-2	-6	-18	-0.3	-15	1	18	3	2
Cn1c(NC(=O)c2ccc(F)cc2)c(-c2cccs2)c(=O)c2ccccc21	-2	0	-12	16	-2.0	-19	5	-16	-1	-1
CCOC(=O)C(C(=O)Nc1ccccc1)C1CCCCC1 (centres undefined)	-3	4	-9	2	-0.1	-1	-6	-2	-4	-2
COc1cc(NC(=O)COC(=O)CSc2ccccc2F)c(C)cc1[N+](=O)[O-]	-4	-1	-1	24	-1.4	-3	2	-24	21	0
O=C(OC(C(=O)Nc1cccc(C(F)(F)F)c1)c1ccccc1)C1CCCCC1 (centres undefined)	-12	-3	-9	3	-0.5	-14	-11	-3	6	-5
O=C(c1ccc(OC2CCN(CCc3ccccc3)CC2)cc1)N1CCCC1	-3	2	-7	-20	0.5	-17	-2	20	-6	-2
Nn1c(SCC(=O)N2CCOCC2)nnc1-c1cccnc1	2	-2	-7	-7	0.3	2	-7	7	32	0
CC1CCN(c2nc3c(c(=O)[nH]c(=O)n3C)n2Cc2ccccc2Cl)CC1	0	/	-5	0	-0.4	-12	-3	-7	2	-2
Cc1cccc(NC(=O)C(=O)NCC2CCCN2S(=O)(=O)c2cccs2)c1C (centres undefined)	1	-4	-4	-26	-0.1	-15	-15	26	-7	-3

Screening results as filed in PubChem.
